Screening data: PubChem BioAssay, Emory University Molecular Libraries Screening Center
EP2 modulator: modulates human prostaglandin E2 receptor EP2 signaling. AID 940. P43116. 260,000 tested, 0.83% active. EP2-expressing cells, cAMP HTRF FRET, PGE2 co-stimulation. induction, % at 25 µM;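 active = compounds whose cAMP rise, as percent of the full-agonist control response, exceeds 60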;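 also: rat C6 glioma line stably carrying human EP2 under a CMV promoter; the protocol text gives 20 µM as final concentration; 100% = response of wells given 1 µM PGE2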
Target sequence (P43116 whole entry, looked up): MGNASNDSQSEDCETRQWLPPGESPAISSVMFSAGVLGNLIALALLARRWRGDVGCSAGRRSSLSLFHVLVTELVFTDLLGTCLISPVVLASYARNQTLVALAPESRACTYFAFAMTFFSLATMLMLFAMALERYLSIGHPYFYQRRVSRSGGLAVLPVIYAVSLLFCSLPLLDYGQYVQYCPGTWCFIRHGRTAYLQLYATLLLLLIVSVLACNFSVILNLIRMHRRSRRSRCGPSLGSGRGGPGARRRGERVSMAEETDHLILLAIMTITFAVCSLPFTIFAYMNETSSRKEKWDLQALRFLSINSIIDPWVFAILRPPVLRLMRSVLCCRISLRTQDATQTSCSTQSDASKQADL
The depositor's hits bear a star; & = joins results of further samples. A portion of the library. The share of hits here may be higher or lower than overall.

SMILES | EP2 modulator
O=C(c1ccc(Cl)cc1)N1CCN(Cc2nc3sc4c(c3c(=O)[nH]2)CCCC4)CC1 | -45
CCc1cccc(C)c1NC(=O)CN1CCC(n2nnc3cc(F)ccc32)CC1 | -25
CCCn1c(=O)c(C(=O)Nc2ccccc2C(F)(F)F)c(O)c2ccccc21 | -33
CCOC(=O)Cn1cc(C2C(C#N)=C(N)Oc3n[nH]c(C)c32)c2ccccc21 (stereo not drawn) | -32
C[C@@H]1CC2C3CCC4=CC(=O)C=C[C@]4(C)[C@@]3(F)[C@@H](O)C[C@]2(C)[C@@]1(O)C(=O)COP(=O)(O)O (stereo partly drawn) | 25
Cc1[nH]ncc1NS(=O)(=O)c1ccc2c(c1)NC(=O)CO2 | -9
Cc1sc2ccccc2[n+]1CCCO | -8
C[N+](C)(C)CC(=O)N/N=C/c1c(O)ccc2ccccc12 | 31
Cc1ccc2c(SCC(=O)NCC3CCCO3)nc(-c3ccc(F)cc3)nc2c1 (stereo not drawn) | 20
CCn1c(CNc2cccc(Cl)c2)nnc1SCC(=O)Nc1cc(Cl)ccc1OC | -26
O=C(C1CCCO1)N1CCN(c2c3c(nc4cc(-c5cccc(F)c5)nn24)CCC3)CC1 (stereo not drawn) | -1
CCc1cccc(CC)c1NC(=O)CSc1nnc(-c2ccoc2C)n1C | -35
CCC(=O)OC1[C@@H]2CC3=C4CC(=O)O[C@@H](c5ccoc5)[C@]4(C)CCC3C(C)(C2=O)[C@@H](CC(=O)OC)C1(C)C (stereo partly drawn) | 10
Cc1ccccc1NC(=O)N1CCC(n2nnc3cc(F)ccc32)CC1 | -29
COc1ccc(NC(=O)COC(=O)c2ccccn2)cc1 | -22
COc1cccc(C2Nc3c(C)cc(C)cc3-c3cc(C)nn32)c1O (stereo not drawn) | 30
Cc1ccccc1NC(=O)CSc1nnc2c(C)cc3ccc(C)c(C)c3n12 | -39
CC(NC(=O)COc1ncnc2ccccc12)c1ccc2c(c1)CCC2 (stereo not drawn) | -30
O=C(c1cscn1)N1CCCC(c2ccnc3ncnn23)C1 (stereo not drawn) | 21
Cc1cc(-c2cncnc2C2CCCN(C(=O)CCn3nnc4ccccc43)C2)on1 (stereo not drawn) | -38
COc1cc(C)c(C)cc1S(=O)(=O)N1C(C)CCCC1C (stereo not drawn) | 22
CC1=C(C#N)c2nc(N)c(C#N)c(C)c2/C1=C\c1cccc(Cl)c1 | -144
COc1ccc(-c2cc(-c3ccc(Cl)cc3Cl)nc(N)c2C#N)cc1OC | -6
CC(C(=O)NC1CC1)N1CCC(N2CCCCC2)CC1 (stereo not drawn) | 12
O=C(O)C1=CC(=C(c2ccc(O)c(C(=O)O)c2)c2ccc(O)c(C(=O)O)c2)C=CC1=O | 26&35
Cc1cc(C(F)F)n2nc(C(=O)Nc3ccc(F)c(F)c3)nc2n1 | -5
Cc1noc(C)c1C(=O)NC1(c2ccc(F)cc2)CCCC1 | 5
Cc1ccc(S(=O)(=O)Oc2cc(S(=O)(=O)O)cc3cc(S(=O)(=O)O)cc(N)c23)cc1 | 32
Cc1nc2cc(Cl)c(Cl)cc2n1C | -70
O=C(CN1C(=O)c2cccc3cccc1c23)Nc1ccc2c(c1)OCCO2 | -39
Cc1cc2ccccc2n2c(=O)n(CCNC(=O)CN(C)C(=O)c3ccco3)nc12 | -13
COc1ccccc1CN(Cc1cc(OC)c2c(c1)OCO2)CC1CCCO1 (stereo not drawn) | 36
COc1ccc(CCNC(=O)[C@H]2C[C@@H](c3cccs3)NS(=O)(=O)N2C)cc1OC | -23
CCn1cc(C(=O)N2CCC(c3ccnc4ncnn34)CC2)cn1 | -17
Cc1cc(C)c2[nH]c(=O)c(CN(CCCO)C(=O)c3ccccc3)cc2c1 | -10
COCCNC(=O)CSc1nc(-c2cccs2)cc(C(F)(F)F)n1 | -35
COc1cc(C)c(CNC(=O)Cn2cnc3sc(C)cc3c2=O)cc1C(C)C | -26
CC(NCCN(C)C)C(=O)N1CCc2ccccc21 (stereo not drawn) | -21
COCCNC(=O)c1cn2ccc(C)cc2n1 | -9
O=C(N1CCC(c2ccncc2)CC1)C1(c2ccc(Cl)cc2)CCC1 | -20
Cc1ncccc1-c1cc2cccnc2n1CCCNC(=O)C1CC1 | -3
Cc1oc(-c2ccc(F)cc2)nc1C(=O)NCc1nc(-c2ccccc2)no1 | -113
COc1cc([C@@H]2c3cc4c(cc3C(O[C@@H]3O[C@@H]5CO[C@@H](c6cccs6)OC5[C@H](O)[C@H]3O)C3COC(=O)[C@@H]32)OCO4)cc(OC)c1O (stereo partly drawn) | -8
CN(C(=O)CCc1ccccc1)c1nc2c(s1)CCc1occc1-2 | -37
COc1ccc(CC(=O)NCc2nc(-c3ccncc3)n[nH]2)cc1OC | 10
O=C(O)[C@@H]1[C@H](C(=O)Nc2ccccc2)[C@@H]2C=C[C@H]1O2 | 18
Cc1nn(CC(=O)N2CCC(Cc3ccccc3)CC2)c(=O)c2cc3sccc3n12 | -36
CN(C)CCSS(=O)(=O)O | 12
CC1CCN(C(=O)c2cc3nc(-c4ccco4)cc(C(F)(F)F)n3n2)C2CCCCC12 (stereo not drawn) | 48
COCCCn1c(SCC(=O)NC2CCCCC2)nnc1-c1ccoc1C | 14

Ordered by value in EP2 modulator (highest first): some entries from above
SMILES | EP2 modulator
CC1CCN(C(=O)c2cc3nc(-c4ccco4)cc(C(F)(F)F)n3n2)C2CCCCC12 (stereo not drawn) | 48
COc1ccccc1CN(Cc1cc(OC)c2c(c1)OCO2)CC1CCCO1 (stereo not drawn) | 36
Cc1cc2ccccc2n2c(=O)n(CCNC(=O)CN(C)C(=O)c3ccco3)nc12 | -13
CCOC(=O)Cn1cc(C2C(C#N)=C(N)Oc3n[nH]c(C)c32)c2ccccc21 (stereo not drawn) | -32
CN(C(=O)CCc1ccccc1)c1nc2c(s1)CCc1occc1-2 | -37
Cc1ccccc1NC(=O)CSc1nnc2c(C)cc3ccc(C)c(C)c3n12 | -39

Following part:
SMILES | EP2 modulator
COC(=O)c1ccc(S(=O)(=O)N(Cc2cc3cc(C)c(C)cc3[nH]c2=O)CC2CCCO2)cc1 (stereo not drawn) | 10
CCC(C)(C)n1nnnc1C(c1cc2cc(C)ccc2[nH]c1=O)N1CCSCC1 (stereo not drawn) | -21
O=C(O)c1ccc(C(=O)c2ccccc2C(=O)O)cc1C(=O)O | 24
Cc1n[nH]c(=S)n1NCc1ccc(Cl)cc1Cl | -20
Cc1cc(NC(=O)c2cccc(F)c2)ccc1NC(=O)c1ccco1 | -44
CCN(CC)CCCNC(=O)c1cnn2c(C(F)F)cc(-c3ccc(C)cc3)nc12 | -73
O=C1C2CCCCN2C(=O)c2ccccc2N1Cc1ccccc1F (stereo not drawn) | 34
CC(C)N1CCN(S(=O)(=O)c2ccc(F)cc2)CC1 | 1
CN1CCc2nc(SCc3ccc(Cl)c(Cl)c3)c(C#N)cc2C1 | -65
COc1ccc(OC)c(C(=O)Cn2cnc3c(cnn3-c3ccccc3Cl)c2=O)c1 | -1
CC1CCN(C(=O)c2sc3ccccc3c2Cl)CC1 | -3
CCCOc1cc2oc(=O)c3c(c2cc1Cl)CCC3 | -27
CC(C)CC(NC(=O)c1ccccn1)c1nc2cccnc2n1C(C)C (stereo not drawn) | 16
CCC(=O)Nc1ccc(NC(=O)c2oc3ccccc3c2C)cc1 | -86
Cc1ccc(OCc2nnc(SCC(=O)NC(C)(C)C)n2C)cc1 | 5
Cc1ccccc1N(CC(=O)NC1CCCC1)C(=O)CN1C(=O)COc2ccccc21 | 3
COc1cccc(NC(=O)CSc2nc3cc4c(cc3cc2C)OCO4)c1 | -36
CCOC(=O)CC(=O)CSc1nc2c(C)ccc(C)c2cc1CC | 95*
CCc1cccc(C)c1NC(=O)c1sc2cc(C)ccc2c1Cl | 1
COC(C(=O)NC(C)c1nc(-c2cccnc2)n[nH]1)c1ccccc1 (stereo not drawn) | -15
CCC(=O)c1cn(CC(=O)N2CCc3ccccc32)c2ccccc12 | -21
COc1ccc(NC(=O)Cn2nc3c4ccccc4nc(C(C)C)n3c2=O)cc1Cl | -16
COc1ccc(-n2c(SCC(=O)N3CCCC(C)C3)nnc2-c2ccccn2)cc1 (stereo not drawn) | -9
Cc1cccc(NC(=S)N(Cc2cc3ccc(C)c(C)c3[nH]c2=O)CC2CCCO2)c1 (stereo not drawn) | -25
CC(C)=C[C@H]1[C@H](C(=O)Oc2ccccc2C(C)C)C1(C)C | 3
Cc1ccc(-c2nc(-c3ccncc3)no2)cc1 | 7
CCC(C)NC(=O)C1CCN(C(=O)c2ccc(Cl)cc2)CC1 (stereo not drawn) | -16
O=C(Nc1nnc(-c2ccncc2)s1)c1ccccc1 | -1
CCc1ccc2[nH]c(=O)c(C(c3nnnn3Cc3ccc(OC)cc3)N3CCCC(C)C3)cc2c1 (stereo not drawn) | 28
COc1cc(C(c2nnnn2Cc2ccccc2)N2CCc3ccccc3C2)ccc1O (stereo not drawn) | -1

Exported field by field: part of the list above.
> COc1cc(C(c2nnnn2Cc2ccccc2)N2CCc3ccccc3C2)ccc1O (stereo not drawn)
- EP2 modulator: -1

> CCC(C)NC(=O)C1CCN(C(=O)c2ccc(Cl)cc2)CC1 (stereo not drawn)
- EP2 modulator: -16

> CCC(=O)c1cn(CC(=O)N2CCc3ccccc32)c2ccccc12
- EP2 modulator: -21

> O=C(Nc1nnc(-c2ccncc2)s1)c1ccccc1
- EP2 modulator: -1

Other results.
SMILES | EP2 modulator
Cc1cc2ncn(S(=O)(=O)c3ccc(S(N)(=O)=O)cc3)c2cc1C | -47
CC1CCN(c2nc3c(c(=O)[nH]2)CCN(Cc2cccc(Cl)c2)C3)CC1 | -20
CC(C)C(=O)Nc1cccc(C(=O)Nc2nc3ccc(S(C)(=O)=O)cc3s2)c1 | -42
CCc1nn(CC(=O)NCCCN2CCCC2=O)c(=O)c2cc3sc(C)cc3n12 | 10
Cc1cccc(CC(=O)N2CCC(c3ncncc3-c3ccncc3)CC2)c1 | -31
CC(C)CN1Cc2cccc(C(=O)N3CCC4(CC3)NC(=O)c3cccnc3N4C)c2C1=O | -20
O=C(NC1CCCCC1)C(c1ccccn1)N(C(=O)Cc1cccs1)c1cccc2ccccc12 (stereo not drawn) | 8
Cc1cc(CNC(=O)Cn2cnc3sc(C)cc3c2=O)c2[nH]c(C)c(C)c2c1 | -35
CCNC(=S)N(Cc1ccco1)Cc1cc2ccc(C)c(C)c2[nH]c1=O | -18
COC(=O)Cn1ncc2c3sc(C)cc3n(Cc3cccc(OC)c3)c2c1=O | 46
C#CCOc1cccc(CN(Cc2ccccn2)C2CC(C)(C)NC(C)(C)C2)c1 | -75
O=C(NC1(c2ccc(F)cc2)CCCC1)c1cnsc1 | 14
CN(CC(=O)O)CC(=O)O | 18
CN(C)c1ccc(NC(=O)CSc2ncnc3sc4c(c23)CCCC4)cc1 | -18
NN(CC(=O)O)CC(=O)O | 11
CC(=O)Nc1ccc(NC(=O)C2CCCN(S(=O)(=O)c3ccc(Cl)cc3)C2)cc1 (stereo not drawn) | -21
CC1(C)Cc2c(c(N3CCOCC3)nc3sc(C(=O)Nc4ccccn4)c(N)c23)CO1 | 45
CCOc1ccc2[nH]c(=O)c(Cc3ccccc3)c(O)c2c1 | 12
CCCn1c(SCC(=O)Nc2cccc(Cl)c2C)nnc1C(C)C | -3
O=C(O)CNc1ccc(C(=O)O)cc1 | 15
O=c1oc(-c2cccc3ncccc23)nn1CCN1CCCCC1 | -10
CC(=O)Nc1nc(C)c(C(=O)Nc2nnc(C)s2)s1 | -16
COc1ccc(C(=O)CSc2nc3ccc(C)cc3[nH]2)cc1 | -94
Cn1c(=O)c2c([nH]c(=S)n2Cc2ccc(Cl)cc2Cl)n(C)c1=O | 41
COc1cccc(NC(=O)N2C3CCC2CC(O)(c2nccn2C)C3)c1 (stereo not drawn) | -22
CCc1ccc(-n2c(SCC(=O)N(CC)CC)nnc2-c2ccncc2)cc1 | 18
O=C(CCSc1nc(-c2ccc3c(c2)OCO3)cc(C(F)(F)F)n1)NCc1cccs1 | -108
COc1cccc(C2CC(C(F)(F)F)n3ncc(C(=O)N4CCC(C)CC4)c3N2)c1 (stereo not drawn) | -3
CCC(C(=O)N1CCC(O)(c2ccccn2)CC1)c1ccccc1 (stereo not drawn) | -26
COCC(=O)N(Cc1cc2cc(C)ccc2[nH]c1=O)c1cccc(C)c1 | -38
CC1(C)[C@@H]2CC[C@@]1(CC(=O)O)[C@@H](Cl)C2 | -1
COc1ccc(-n2c(=S)[nH]c3sc(C)c(C)c3c2=O)cc1 | 52
Cc1c(C(N)=O)sc2ncn(Cc3ccccc3Cl)c(=O)c12 | -57
CC1CC(C)CN(C(=O)Cn2nc(-c3ccoc3)oc2=O)C1 (stereo not drawn) | -22
O=C(CSc1nnnn1C1CCCCC1)NC1CCCCC1 | -36
Cc1sc2nc(C3CC3)n(C3CCN(C(=O)Cc4ccccc4F)CC3)c(=O)c2c1C | 15
O=c1oc2ccc(Br)cc2cc1-c1nnc(-c2ccccc2O)o1 | -18
Cc1ccc(-c2cn3c(c2C)-c2cccn2CC3)cc1 | -80
Cc1ccc2cc(CN(CC3CCCO3)C(=O)Nc3ccccc3Cl)c(=O)[nH]c2c1C (stereo not drawn) | 16
COc1ccc(-c2ccc(-c3nnn(CC(=O)Nc4ccccc4Br)n3)cc2)cc1 | -9
CCc1cc2cc(C)c(C)cc2nc1SCC(=O)N1CCCC1 | 56
Cc1ccc(O)c(NC(=O)C2CC(c3ccccc3Cl)=NO2)c1 (stereo not drawn) | -79
Cc1ccc(NC(=O)CSc2nnc(CN3CCOCC3)n2C)cc1Cl | -21
O=C(NC1(c2ccccc2F)CCCC1)c1cccc(-n2cnnc2)c1 | 2
O=C1C(O)=C(O)C(=O)C(O)=C1O | -16
O=S(=O)(NCCNc1ncnc2sc3c(c12)CCCC3)c1ccccc1 | -88
O[C@@H]1[C@@H](OCc2ccccc2)OC[C@H](O)[C@H]1O | 22
CCCn1c(SCC(=O)Nc2ccc(NC(=O)CC)cc2)nc2c1c(=O)n(C)c(=O)n2C | -9
O=C(NCCc1nc(-c2cccnc2)n[nH]1)C1(c2ccccc2)CC1 | -40
CCN1C=CC(=C(/C=C2\C=CC=CC2=O)CS(=O)(=O)O)C=C1 | -12
